MKP-3 inhibition: MKP-3 phosphatase inhibitors, primary screen, biochemical, rat enzyme, in vitro (AID 425). recombinant MKP-3 phosphatase activity, fluorescence; higher % means a stronger effect. inhibition, % at 20 µM; hits with a dose series show IC50 in µM. actives 0.17% (n = 110,000); in the data active means inhibition above about 50%;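 further: plate controls were vehicle for no effect and reference inhibitor for full effect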
Hsp70 displacement: Hsp70 inhibitors, probe displacement, primary screen, biochemical, fluorescence polarization (AID 583). Hsp70 fluorescence polarization probe displacement, mP; higher % means a stronger effect. one-dose displacement, % at 20 µM; IC50 in µM for titrated hits. actives 0.06% (n = 140,000); in the data active means displacement above about 50%;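 further: plate controls were vehicle for no effect and reference ligand for full effect; a part of the inactive calls stands beside numbers as strong as those of hits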
An asterisk follows results filed as active; . = not tested or not shown; & = joins results of further samples.

Second line of a record: MKP-3 inhibition | Hsp70 displacement
COc1ccc(OC)c(N(CC(N)=O)S(C)(=O)=O)c1
→ 3.4% | 3.8%
O=S(=O)(Cc1ccccc1)N1CCN(c2ccc(F)cc2)CC1
→ 0.8% | 2.4%
N/C(=N\S(=O)(=O)c1ccccc1)c1ccc(Cl)cc1
→ 3.4% | 0.4%
Cc1ccnc(N2C(=O)c3ccc(C(=O)c4ccc5c(c4)C(=O)N(c4cc(C)ccn4)C5=O)cc3C2=O)c1
→ 2.0% | -1.0%
CCCOC(=O)c1ccc(NC(=O)c2cc3ccccc3oc2=O)cc1
→ 1.9% | -2.5%
CC(C)c1ccc(N(CC(=O)N(C)Cc2ccccc2)S(=O)(=O)c2ccccc2)cc1
→ -0.3% | -0.7%
Cc1ccc2nc(-c3ccc(N=Cc4cccc(O)c4O)cc3)sc2c1
→ 4.8% | -0.7%
C/C(=N\N=C1\NC(=O)C(CC(=O)Nc2ccc(Cl)cc2Cl)S1)c1ccc(F)cc1 (stereo not given)
→ 1.9% | 3.2%
N/C(=N\OC(=O)c1ccc(I)cc1)c1ccc(Cl)cc1
→ -4.4% | 0.2%
O=C(NCc1ccco1)c1cc(-c2ccccc2)c(N2CCOCC2)s1
→ -1.0% | -2.9%
O=C(Cc1cccs1)N(Cc1cccs1)C1(C(=O)NC2CCCCC2)CCCCC1
→ . | 3.6%
COc1ccc(C2Nc3ccccc3C(=O)N2Cc2ccco2)cc1COc1cccc(C)c1C (stereo not given)
→ 0.9% | 3.0%
CCOC(=O)C1=C(C)NC(=O)NC1c1cc(C)sc1C (stereo not given)
→ 4.6% | -0.8%
COc1cc2ccccc2cc1C(=O)Nc1ccc(N2CCN(C)CC2)cc1
→ -11.1% | -2.0%
CS(=O)(=O)c1ccc2nc(NC(=O)C3COc4ccccc4O3)sc2c1 (stereo not given)
→ -8.6% | -2.1%
CN(C)C(=O)Cn1c(SCC(=O)N2CCCc3ccccc32)nc2ccccc21
→ -1.5% | 2.1%
Cc1cc(C)n(CC(=O)n2nc(C)cc2C)n1
→ -2.9%&2.1% | -0.3%&-2.0%
O=S(=O)(c1cccc(-c2nnc(-c3ccc(Br)cc3)o2)c1)N1CCCCCC1
→ -0.1% | .
Cc1ccccc1OCC(=O)Nc1ccc(Nc2ccccc2)cc1
→ 3.0% | -2.5%
COC(=O)CCCC[C@H]1SC[C@H]2NC(=O)N[C@]21O
→ 4.6% | 2.8%
Cc1sc2nc(SCC(=O)NCCOCCO)n(C)c(=O)c2c1C
→ -2.5% | -2.9%
CC12COC3(C(=O)N4CCN(c5ccccn5)CC4)CC1CCC32C (stereo not given)
→ 2.1% | 2.6%
CC1=C(C(=O)OC2CCCCC2)C(c2cccnc2)n2ncnc2N1 (stereo not given)
→ -3.5% | 6.3%
CCc1c(C)sc(NC(=O)c2ccco2)c1C(=O)N1CCCCC1
→ -2.5% | 1.2%
C=C(C)Cn1c(C2CC(=O)N(Cc3ccccc3)C2)nc2ccccc21 (stereo not given)
→ -7.6% | 1.5%
CCCOC(=O)c1ccc(NC(=O)c2c(-c3c(Cl)cccc3Cl)noc2C)cc1
→ -0.3% | -0.6%
CCCn1c(NCc2ccc(C)o2)nc2ccccc21
→ -5.1% | 1.8%
CCCn1cc(S(=O)(=O)CC(=O)N2CCc3ccccc32)c2ccccc21
→ -4.3% | 102.3%
Cc1cc(C)c2ccc(C)[n+]([O-])c2c1O
→ -5.0% | 4.8%
CCc1nnc(NC(=O)CSc2nnc(CSc3nc(C)cc(C)n3)n2CC)s1
→ -6.8% | -5.8%
CCOc1cc(C=O)c(Br)cc1O
→ 2.4% | -0.6%
Cc1cc(C)n(-c2ccc3cccc([N+](=O)[O-])c3n2)n1
→ 10.1% | 2.4%
COc1ccccc1-c1cc(C(=O)NCCCn2ccnc2)no1
→ -5.7% | -3.3%
CC(C)Cn1cnc2sc3c(c2c1=N)CCCC3
→ . | 3.9%
CCOc1ccccc1NC(=O)C1CCN(C(=O)NCc2ccccc2)CC1
→ . | 9.6%
C=CCOc1nc2c(c(=O)n(C)c(=O)n2C)n1Cc1c(Cl)cccc1Cl
→ -10.9% | 2.0%
CCCOc1ccc2ccccc2c1/C=N/n1c(C)nnc1-n1nc(C)cc1C
→ -13.0% | 3.2%
CCOC(=O)c1c(-c2ccccc2)oc2ccc(OC(=O)c3cccc([N+](=O)[O-])c3)cc12
→ 0.5% | -3.2%
C=CCn1c(SCc2nc(N)nc(N(C)C)n2)nnc1-c1cccnc1
→ -0.9% | 4.6%
Cc1ccc(NCCC(=O)c2ccc(Br)cc2)cc1
→ 3.3% | -2.2%
O=C(c1sc2ccccc2c1Cl)N1CCc2ccccc2C1
→ 0.2% | 2.9%
Cc1cc(=O)[nH]c(N2CCN(C(c3ccccc3)c3ccccc3)CC2)n1
→ -7.5% | 4.0%
COc1ccc(-c2cnc(SCC(=O)Nc3nc(C(C)(C)C)cs3)n2Cc2ccco2)cc1
→ . | -12.9%
CSc1ccccc1NC(=O)c1cnc2n(c1=O)CCS2
→ -2.4% | 5.0%
O=C1NC(=O)N(c2ccccc2)C(=O)/C1=C\c1cccc([N+](=O)[O-])c1
→ -2.8% | -1.5%
N#Cc1nc(-c2ccco2)oc1N1CCN(c2cccc(Cl)c2)CC1
→ 4.6% | 1.9%
Clc1ccc(N2CCN(c3ncnc4c3oc3ccccc34)CC2)cc1
→ -1.9% | 1.1%
CN(C)c1ccc(/C=C2\SC(N3CCN(C4=NC(=O)/C(=C\c5ccc(N(C)C)cc5)S4)CC3)=NC2=O)cc1
→ 0.0% | -5.3%
Cn1c(SCC(=O)N2CCOCC2)nnc1-c1cccc(NC(=O)c2ccccc2F)c1
→ -2.0% | -2.2%
CCN(CC)c1ccc(NC(=O)c2ccccc2)cc1
→ -0.3% | -2.1%
CCOC(=O)/C(C#N)=C/c1cc(C)n(-c2ccc(Br)cc2)c1C
→ . | -3.3%
CCCc1cc(C(=O)NCc2cccs2)no1
→ 1.5% | 4.6%
O=C(Nc1ccc(O)cc1)c1cccc(F)c1
→ 3.0% | 7.2%
CCN(CC)CC#CC(C)(C)OC(C)=O
→ -2.5% | -1.9%
CCC(Sc1nc2n[nH]c(C)c2c(=N)n1-c1ccc(C)c(Cl)c1)C(=O)N1CCOCC1 (stereo not given)
→ . | -2.9%
CCOC(=O)CSc1nc2c(sc(=S)n2Cc2ccco2)c(=O)n1-c1ccc(F)cc1
→ 10.4% | 0.6%
C=CCN1C(=O)NC(=O)/C(=C/c2ccc(OC)c(OCc3ccc(Cl)cc3)c2)C1=O
→ -1.1% | -0.6%
COc1ccc(CS(=O)(=O)/C(Cl)=C(/Cl)C(=O)Nc2ccc(OC)nc2)cc1
→ . | -3.7%
OCC12COC(c3ccccc3)N1C(c1ccccc1)OC2 (stereo not given)
→ -3.2% | -3.1%
O=C(Cc1sc(-c2ccccc2Cl)nc1-c1ccccc1)Nc1ccc(F)cc1
→ . | -1.0%

Later entries
Second line of a record: MKP-3 inhibition | Hsp70 displacement
Cc1ccc2cc(CN(CC3CCCO3)S(=O)(=O)c3ccc4c(c3)OCCO4)c(=O)[nH]c2c1C (stereo not given)
→ -13.8% | -1.3%
COC(=O)C1=C(C)N(C)C(C)=C(C(=O)OC)C1c1ccc(OC)cc1OC
→ 1.4% | -3.8%
CCOCCCn1c(SCC(=O)NC(C)(C)C)nc2ccccc2c1=O
→ -10.8% | 4.1%
CCC(C)Sc1nnc(Cc2cc(=O)[nH]c(=O)[nH]2)n1-c1ccc(F)cc1 (stereo not given)
→ -7.1% | 0.8%
CC(C)Cn1c(N)c(C(=O)COC(=O)c2cc(-c3ccco3)nc3ccccc23)c(=O)n(C)c1=O
→ 6.5% | .
Cc1ccc(-c2cc(C)nc3nc(N)nn23)cc1
→ . | 5.2%
CCN(CCC(=O)Nc1ccc(Br)c(C)c1)Cc1ccccc1
→ . | -3.3%
Cc1ccc(C)c(NC(=O)CN(c2ccc(Br)cc2)S(C)(=O)=O)c1
→ -0.4% | -0.6%
CC(=O)C12c3ccccc3C(c3ccccc31)C1C(=O)N(c3cccc(C(F)(F)F)c3)C(=O)C12 (stereo not given)
→ 3.4% | -0.3%
COc1cccc(NC(=O)COc2ccc(C)cc2)c1
→ . | 1.6%
CCCN(CCC)CCCNS(=O)(=O)c1ccc2c(c1)oc(=O)n2C
→ -5.5% | 4.3%
Cc1ccc(CN2CCN(N=Cc3ccc(C)s3)CC2)c(C)c1
→ 3.2% | -0.5%
CCOC(=O)c1cc2c(ccn2C)n1CC(=O)N1CCC(Cc2ccccc2)CC1
→ 2.9% | 15.2%
O=C(NCc1ccc(N2CCCC2=O)cc1)NC1CCCCC1
→ 0.6% | -0.3%
Cc1c(C#N)c(N=CN(C)C)c(C(=O)c2ccccc2)n1-c1ccccc1
→ -1.1% | 0.6%
COc1ccc(S(=O)(=O)NCCc2ccccc2)cc1OC
→ 0.2% | 0.8%
COC(=O)CN1C(c2ccccc2)=Nc2ccc(Br)cc2C1c1ccccc1 (stereo not given)
→ -0.8% | 2.1%
O=C1C2CCCN2C(c2ccc(F)cc2)N1c1nccs1 (stereo not given)
→ -14.0% | 1.9%
CCOC(=O)c1sc(N(Cc2ccccc2)C(=O)CSc2ncn[nH]2)nc1C
→ . | 9.0%
COc1cc(C2CC(=O)c3c([nH]c(C(=O)OCCOC(C)C)c3C)C2)cc(OC)c1OC (stereo not given)
→ -13.1% | -0.7%

5 of the entries above in order of the MKP-3 inhibition value, descending:
Second line of a record: MKP-3 inhibition | Hsp70 displacement
CCOC(=O)c1cc2c(ccn2C)n1CC(=O)N1CCC(Cc2ccccc2)CC1
→ 2.9% | 15.2%
O=C(NCc1ccc(N2CCCC2=O)cc1)NC1CCCCC1
→ 0.6% | -0.3%
COc1ccc(S(=O)(=O)NCCc2ccccc2)cc1OC
→ 0.2% | 0.8%
CCC(C)Sc1nnc(Cc2cc(=O)[nH]c(=O)[nH]2)n1-c1ccc(F)cc1 (stereo not given)
→ -7.1% | 0.8%
O=C1C2CCCN2C(c2ccc(F)cc2)N1c1nccs1 (stereo not given)
→ -14.0% | 1.9%

The main list resumes; the three compounds before the break are reprinted first.
Second line of a record: MKP-3 inhibition | Hsp70 displacement
O=C1C2CCCN2C(c2ccc(F)cc2)N1c1nccs1 (stereo not given)
→ -14.0% | 1.9%
CCOC(=O)c1sc(N(Cc2ccccc2)C(=O)CSc2ncn[nH]2)nc1C
→ . | 9.0%
COc1cc(C2CC(=O)c3c([nH]c(C(=O)OCCOC(C)C)c3C)C2)cc(OC)c1OC (stereo not given)
→ -13.1% | -0.7%
O=C1Nc2ccccc2C1(O)Cc1ccncc1 (stereo not given)
→ -7.7% | 4.4%
O=C(c1cccc(Cl)c1)N1N=C(c2ccc(Cl)cc2)CC1(O)C(F)(F)F (stereo not given)
→ -0.2% | -0.7%
Cc1ccc(OCC(=O)Nn2c(C)nc3ccccc3c2=O)c(C(C)C)c1
→ . | -2.7%
O=C(Nc1nc(-c2ccccn2)cs1)c1ccc(Cl)s1
→ -3.2% | .
CN1CCN(C(=O)Nc2cccc3ccccc23)CC1
→ 4.3% | 2.3%
Cc1ccc2nc(-c3ccccc3)cn2c1
→ -5.7% | 3.2%
CC(CCc1ccc(C(=O)CCCC(=O)O)s1)CC(=O)O (stereo not given)
→ 2.1% | -0.7%
CCCCN(CC)C(=O)c1n[nH]c(=O)c2ccccc12
→ . | 0.5%
CC(C)(C)c1cc(N)c(O)c(C(C)(C)C)c1
→ 4.8% | -0.7%
O=C(Nc1cccnc1)Nc1ccccc1Cl
→ -8.7% | -0.5%
Cc1cc2c3c(c1)C1(SCC(=O)N1c1ccc(F)cc1)C(=O)N3C(C)(C)CC2C (stereo not given)
→ . | 8.0%
Cc1ccccc1Cc1c(C)nc2c(C(=O)NCc3ccco3)cnn2c1C
→ 11.8% | 1.4%
CC(=O)Nc1ccc(NS(=O)(=O)c2ccc(Cl)c(C(=O)O)c2)cc1
→ 0.1% | 4.5%
Clc1cccc(Oc2cnns2)c1Cl
→ . | 5.0%
O=C1C(=Cc2cccc3ccccc23)C(=O)c2ccccc21
→ 4.9% | 15.1%
COC(=O)C1=CN(CC2CCCO2)C=C(C(=O)OC)C1c1ccsc1 (stereo not given)
→ 0.6% | 8.1%
O=C(O)CCC(=O)NCc1ccc(F)cc1
→ . | 0.4%
Cc1oc(-c2cccs2)nc1CSCC(=O)NC1CC1
→ . | 2.5%
COc1cccc2sc(N(C)c3ccccc3)nc12
→ -1.5% | 5.2%
CC(=O)c1c(C)[nH]n(-c2ccccc2)c1=O
→ -0.5% | 0.1%
CC[N+]1(CC)CC2=Cc3c(ccc4ccccc34)CC2C1 (stereo not given)
→ . | -2.3%
CC(C)(C)c1ccccc1OCCOCCSc1ncccn1
→ . | 4.8%
Cc1sc(NC(=O)C2CC(O)CN2C(=O)OC(C)(C)C)nc1-c1ccccc1 (stereo not given)
→ 2.4% | -2.0%
Cc1ccc(C(=O)Oc2ccc(C(=O)COC(=O)c3cnccn3)cc2)cc1
→ . | 0.8%
CCOc1ccc(C(=O)Nc2c(C)cc(Br)cc2C)cc1
→ 2.1% | 2.1%
CC1CCCCN1CC#CC(O)(c1ccccc1)c1ccccc1 (stereo not given)
→ -0.4% | 0.1%
Cc1nc2ccccc2c(=O)n1NC(=O)c1ccco1
→ . | -1.1%
CC(C)(C)n1nnnc1C(c1cccs1)N1CCN(Cc2ccccc2)CC1 (stereo not given)
→ -2.4% | -0.5%
COc1ccc(CN2CCN(S(=O)(=O)c3ccc(C)cc3)CC2)cc1Br
→ 5.3% | 0.8%&-1.2%
CCOC(=O)c1sc(NC(=O)COc2cc(Cl)ccc2Cl)c(C(=O)OCC)c1C
→ -1.4% | 3.8%
COc1ccc(N2CCN(C(c3cc4ccc(C)cc4[nH]c3=O)c3nnnn3C3CCCC3)CC2)cc1 (stereo not given)
→ -2.4% | 2.3%

The list is partial. The share of hits here may be higher or lower than overall.
